High-throughput results deposited in PubChem by National Center for Advancing Translational Sciences (NCATS).
DT40 TDP1 CPT: DT40-hTDP1 cell growth loss with CPT | chicken DT40 Tdp1-/-;hTDP1 cells + 20 nM CPT, ATP luminescence, 48 h | Potency, µM (highest dose often 46.2 µM), without a hit: top-dose activity change, negative = growth inhibition, actives largely listed as inhibitors | 420,000 compounds, 12% hits | AID 686979; also: nearly all actives have a fitted effect of over 55% in size
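Chicken DT40 Tdp1-/- cells stably complemented with human TDP1 were seeded at 400 cells/well in medium containing 20 nM camptothecin, exposed to pin-transferred compounds, and grown at 37 °C for at least 48 hr. Viability was read as ATP luminescence.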
TDP1 inh: TDP1 (human) enzyme inhibition; Q9NUW8; recombinant TDP1, AlphaScreen DNA substrate cleavage; Potency, µM (doses to about 130 µM), for the others: at the highest dose activity change, negative = inhibition, most hits filed as inhibitors; 350,000 compounds, 0.28% hits; AID 485290; also: nearly all actives have a fitted effect of over 40% in size
Target sequence (Q9NUW8 whole entry, looked up): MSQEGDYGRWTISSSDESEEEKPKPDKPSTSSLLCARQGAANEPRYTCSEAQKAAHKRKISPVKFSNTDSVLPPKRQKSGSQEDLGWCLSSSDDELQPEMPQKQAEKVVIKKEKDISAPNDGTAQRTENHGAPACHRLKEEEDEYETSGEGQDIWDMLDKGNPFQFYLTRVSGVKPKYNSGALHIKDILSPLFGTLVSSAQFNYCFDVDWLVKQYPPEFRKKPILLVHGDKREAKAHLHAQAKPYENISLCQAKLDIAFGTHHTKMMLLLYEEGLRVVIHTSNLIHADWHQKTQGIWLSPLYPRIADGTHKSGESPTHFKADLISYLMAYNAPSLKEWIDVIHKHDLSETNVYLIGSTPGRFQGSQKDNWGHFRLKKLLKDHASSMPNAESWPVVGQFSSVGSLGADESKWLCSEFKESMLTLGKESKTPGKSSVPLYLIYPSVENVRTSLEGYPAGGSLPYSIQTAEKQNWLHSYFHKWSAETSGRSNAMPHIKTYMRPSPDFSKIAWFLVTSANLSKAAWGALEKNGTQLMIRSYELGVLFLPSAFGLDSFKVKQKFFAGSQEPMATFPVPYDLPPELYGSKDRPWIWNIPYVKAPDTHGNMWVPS
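Here, a 5' biotin and 3' phosphotyrosine-FITC DNA oligonucleotide reports Tdp1 activity: intact substrate bridges AlphaScreen beads, while cleavage leaves a 3' phosphate and drops signal. All incubations at room temperature.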
DT40 TDP1 no CPT: qHTS for Inhibitors of human tyrosyl-DNA phosphodiesterase 1 (TDP1): qHTS in cells in absence of CPT; DT40 Tdp1-/- hTDP1 cells, no CPT, ATP luminescence, 48 h; Potency, µM (series often up to 46.2 µM), without a hit: top-dose activity change, negative = growth inhibition, hits mostly inhibitors; 420,000 compounds, 15% hits; also: nearly all actives have a fitted effect of over 55% in size
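Cells were dispensed at 400 per well, compounds added by pin tool, plates incubated ≥48 hr at 37 °C, then CellTiter-Glo added for 30 min at room temperature before luminescence reading. Line: DT40 Tdp1-/- complemented with hTDP1; camptothecin omitted.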
Numbers without * were called inactive; [ ] = remark or other dose. Calls follow the shape of the dose curve; as a rule, active = well fitted curve in the direction sought with a large enough effect; inconclusive = small, poorly fitted or top-dose-only effect, or another doubt; inactive = no such curve, though single readings can be large; an effect the other way counts as inactive or inconclusive. % is scaled to controls: 0 for no effect and ±100 for the full control effect; potency is read from the fitted curve at half-maximal effect.

`O=C1C2C3C=CC(CNS(=O)(=O)c4ccccc4)(O3)C2C(=O)N1c1ccc(Cl)cc1` (configuration not stated) gave DT40 TDP1 CPT 25.9µM*, TDP1 inh 8.1% and DT40 TDP1 no CPT inconclusive.
For COCCn1c(SCC#N)nnc1-c1ccc(OC)cc1 the results were DT40 TDP1 CPT -2.7%, TDP1 inh 2.4% and DT40 TDP1 no CPT 11.5%.
For CCCC(=O)N1CC2(CCC)CN(C(=O)CCC)CC(CCC)(C1)C2=O the results were DT40 TDP1 CPT -21.5%, TDP1 inh -3.1% and DT40 TDP1 no CPT -26.9%.
`Cc1ccccc1C(=O)NC(=S)Nc1ccc(S(=O)(=O)N2CCOCC2)cc1` gave DT40 TDP1 CPT inconclusive, TDP1 inh -2.6% and DT40 TDP1 no CPT inconclusive.
COc1ccc(CN2CCN(C(=O)c3c(-c4ccccc4)noc3C)CC2)cc1F was read as DT40 TDP1 CPT inconclusive, TDP1 inh 0.0% and DT40 TDP1 no CPT 23.1µM*.
For O=C(CCCCCn1nnc2ccccc2c1=O)Nc1ccccc1Cl the results were DT40 TDP1 CPT 12.0% and DT40 TDP1 no CPT -16.1%.
For Cc1ccc(-n2[nH]c(C)c(/C=N/Nc3ccc([N+](=O)[O-])cc3[N+](=O)[O-])c2=O)cc1C the results were DT40 TDP1 CPT inconclusive, TDP1 inh 10.3% and DT40 TDP1 no CPT 20.6µM*.
N#CCCn1c(=O)n(CCC#N)c2ccccc21 was read as DT40 TDP1 CPT -6.5%, TDP1 inh 2.5% and DT40 TDP1 no CPT -3.9%.
CCOC(=O)C1=C(C)N(C[C@@H]2CC[C@@H](Cc3ccc(-c4ccccc4)cc3)O2)C(=O)NC1C1CC1 (some centres not stated) was read as DT40 TDP1 CPT inconclusive, TDP1 inh 0.6%[56.1 µM] and DT40 TDP1 no CPT 20.6µM*.
`CCCCNC(=O)CC(=O)Nc1ccccc1C(=O)O` gave DT40 TDP1 CPT 34.3%[activator], TDP1 inh 4.0% and DT40 TDP1 no CPT -1.8%.

Random excerpt: four entries already listed.
CCOC(=O)C1=C(C)N(C[C@@H]2CC[C@@H](Cc3ccc(-c4ccccc4)cc3)O2)C(=O)NC1C1CC1 (some centres not stated) was read as DT40 TDP1 CPT inconclusive, TDP1 inh 0.6%[56.1 µM] and DT40 TDP1 no CPT 20.6µM*.
For COCCn1c(SCC#N)nnc1-c1ccc(OC)cc1 the results were DT40 TDP1 CPT -2.7%, TDP1 inh 2.4% and DT40 TDP1 no CPT 11.5%.
N#CCCn1c(=O)n(CCC#N)c2ccccc21 was read as DT40 TDP1 CPT -6.5%, TDP1 inh 2.5% and DT40 TDP1 no CPT -3.9%.
For CCCC(=O)N1CC2(CCC)CN(C(=O)CCC)CC(CCC)(C1)C2=O the results were DT40 TDP1 CPT -21.5%, TDP1 inh -3.1% and DT40 TDP1 no CPT -26.9%.

Later entries:
For Cc1ccc2c(c1)c1c(c(=O)n(-c3cccc(Cl)c3)c(=O)n1CC(=O)NCCC1=CCCCC1)n2C the results were DT40 TDP1 CPT -1.9%, TDP1 inh -2.9% and DT40 TDP1 no CPT 1.4%.
`O=C(NCCc1ccc(Cl)cc1)c1cc(S(=O)(=O)N2CCCC2)ccc1F` gave DT40 TDP1 CPT 25.9µM* and DT40 TDP1 no CPT 16.4µM*.
For O=c1cnc2ccccc2n1Cc1ccccc1C(F)(F)F the results were DT40 TDP1 CPT inconclusive, TDP1 inh 50.1µM* and DT40 TDP1 no CPT -27.9%.
`O=C(N/N=C\c1ccc([N+](=O)[O-])o1)c1cncc(Br)c1` gave DT40 TDP1 CPT 4.61µM* and DT40 TDP1 no CPT 6.51µM*.
Screening CC1C(C#N)=C(N)OC2=C1C(=O)CCC2 (configuration not stated) returned DT40 TDP1 CPT -0.7%, TDP1 inh -1.0% and DT40 TDP1 no CPT -3.7%.
CCN(CC)CCC#CC(O)(c1ccccc1)C1CCCCC1 (configuration not stated) was read as DT40 TDP1 CPT inconclusive, TDP1 inh 2.4% and DT40 TDP1 no CPT -13.3%.
`CC(C)(C)c1ccc(-c2nc3cc(NC(=O)c4cccc(Br)c4)ccc3o2)cc1` gave DT40 TDP1 CPT inconclusive, TDP1 inh 2.2%[12.3 µM] and DT40 TDP1 no CPT 4.61µM*.
Screening Cn1c(=O)cc(SCC(=O)N2CCN(c3ccccn3)CC2)c2ccccc21 returned DT40 TDP1 CPT inconclusive, TDP1 inh 7.3% and DT40 TDP1 no CPT inconclusive.
For Cc1cc(C)c(C)c(S(=O)(=O)Nc2ccc(OCC(=O)O)cc2)c1C the results were DT40 TDP1 CPT 1.4%, TDP1 inh -1.2% and DT40 TDP1 no CPT -2.2%.
`Fc1cccc(Cl)c1Cn1nnc2c(-n3ccnc3)ncnc21` gave DT40 TDP1 CPT -3.0%, TDP1 inh 4.7% and DT40 TDP1 no CPT inconclusive.
O=C1CN(C(=O)COC(=O)c2ccccc2NCc2ccco2)c2ccccc2N1 was read as DT40 TDP1 CPT -21.5%, TDP1 inh 6.8% and DT40 TDP1 no CPT -3.0%.
Screening CC(C)C(=O)NC(NC1CCS(=O)(=O)C1)C(Cl)(Cl)Cl (configuration not stated) returned DT40 TDP1 CPT 17.5%, TDP1 inh -3.5% and DT40 TDP1 no CPT 11.1%.
`O=S1(=O)N=C(N2CCCc3ccccc32)c2ccccc21` gave DT40 TDP1 CPT -17.8%, TDP1 inh 6.2% and DT40 TDP1 no CPT -29.1%.
Screening O=C(NC1CC1)c1sccc1-n1cccc1 returned DT40 TDP1 CPT -2.8%, TDP1 inh 7.0% and DT40 TDP1 no CPT -6.0%.
CC(NC(=O)c1cc(S(=O)(=O)N(C)C)ccc1Cl)C1CC2CCC1C2 (configuration not stated) was read as DT40 TDP1 CPT 16.4µM*, TDP1 inh 1.1% and DT40 TDP1 no CPT 9.2µM*.
`O=S(=O)(c1ccc(-c2n[nH]c(=S)o2)cc1)N1CCCC1` gave DT40 TDP1 CPT 1.6% and DT40 TDP1 no CPT -13.2%.
CCOC(=O)C1(CC)NC(c2ccc(N(C)C)cc2)C2C(=O)N(C)C(=O)C21 (configuration not stated) was read as DT40 TDP1 CPT -13.2%, TDP1 inh 4.0% and DT40 TDP1 no CPT -17.9%.
Screening Cn1cc(S(=O)(=O)NCc2ccco2)c(=O)n(C)c1=O returned DT40 TDP1 CPT -4.0%, TDP1 inh 5.2% and DT40 TDP1 no CPT 9.5%.
`O=C(OCc1ccccc1)c1c(-c2ccccc2)oc2c1C(OCCO)CCC2` (configuration not stated) gave DT40 TDP1 CPT inconclusive and DT40 TDP1 no CPT 16.4µM*.
Screening O=C(Cc1ccc(-n2c(=O)c3sccc3n(CC(=O)Nc3ccccc3F)c2=O)cc1)NCc1ccco1 returned DT40 TDP1 CPT 5.7%, TDP1 inh 0.0% and DT40 TDP1 no CPT 1.9%.
CC(C)c1nc(CNC(=O)C2CCC(=O)N(CCc3ccc(Cl)cc3)C2)no1 (configuration not stated) was read as DT40 TDP1 CPT 0.9%, TDP1 inh 1.4%[56.1 µM] and DT40 TDP1 no CPT -1.6%.
`COc1ccc(CCNC(=O)c2cc(=O)[nH]c3ccc(S(=O)(=O)N4CCCCC4C)cc23)cc1OC` (configuration not stated) gave DT40 TDP1 CPT -10.2%, TDP1 inh 2.6% and DT40 TDP1 no CPT -28.1%.
O=C(NCCSc1ccccc1)c1ccc(CN2CCOCC2)cc1 was read as DT40 TDP1 CPT -11.7% and DT40 TDP1 no CPT -25.7%.
For C/C(=C\C=C(C#N)C#N)c1cc(C#N)c(N)o1 the results were DT40 TDP1 CPT 0.2%, TDP1 inh 8.4% and DT40 TDP1 no CPT -26.7%.
Cc1ccc(C)c(NC(=O)CSc2nc3[nH]ncc3c(=O)[nH]2)c1 was read as DT40 TDP1 CPT inconclusive, TDP1 inh 1.8% and DT40 TDP1 no CPT inconclusive.
Screening O/N=C(/c1ccc(F)cc1)C1CC1c1c(F)cccc1Cl (configuration not stated) returned DT40 TDP1 CPT 8.3% and DT40 TDP1 no CPT inconclusive.
Screening CC(=O)Nc1ccc(C(=O)Nc2ccc(S(=O)(=O)N3CCCCC3)cc2)cc1 returned DT40 TDP1 CPT -28.7% and DT40 TDP1 no CPT -23.9%.
For CC(C(=O)NCc1cccnc1)c1ccc([N+](=O)[O-])cc1 (configuration not stated) the results were DT40 TDP1 CPT -7.6%, TDP1 inh 4.4% and DT40 TDP1 no CPT -6.0%.
For Cc1cc(NC(=O)CSc2nc3ccccc3n2CC(=O)N2CC(C)CC(C)C2)no1 (configuration not stated) the results were DT40 TDP1 CPT -11.7%, TDP1 inh 4.7% and DT40 TDP1 no CPT -11.7%.
For CCCCn1cc(S(=O)(=O)c2ccc(Cl)cc2)c(=O)c2cc(F)c(N3CCCCC3)cc21 the results were DT40 TDP1 CPT 11.6µM*, TDP1 inh 1.2% and DT40 TDP1 no CPT 11.6µM*.
For COc1ccc(OCC(=O)Nc2nc3ccccc3[nH]2)cc1 the results were DT40 TDP1 CPT -26.1%, TDP1 inh 3.9% and DT40 TDP1 no CPT inconclusive.
`N#Cc1c(SCC(=O)Nc2nncs2)sc2c(O)cc(=O)[nH]c12` gave DT40 TDP1 CPT -1.6% and DT40 TDP1 no CPT -19.8%.
`O=C(COc1ccccc1)N(Cc1cccs1)C1CCS(=O)(=O)C1` (configuration not stated) gave DT40 TDP1 CPT 2.2% and DT40 TDP1 no CPT -2.6%.
Screening Cc1ccc(C2Nc3ccc4ccccc4c3C3=C2C(=O)CC(C)(C)C3)o1 (configuration not stated) returned DT40 TDP1 CPT inconclusive, TDP1 inh -7.5% and DT40 TDP1 no CPT inconclusive.
For CCc1cccc(NC(=O)CSc2nc3ccsc3c(=O)n2CC)c1 the results were DT40 TDP1 CPT inconclusive, TDP1 inh 3.6% and DT40 TDP1 no CPT inconclusive.
For COC(=O)Cc1c(OC)ccn(CCc2c[nH]c3ccccc23)c1=O the results were DT40 TDP1 CPT -5.8%, TDP1 inh -2.9% and DT40 TDP1 no CPT -24.8%.
`COc1ccccc1C(=O)NCC(=O)OCC(=O)c1ccc2c(c1)-c1ccccc1C2` gave DT40 TDP1 CPT 21.6%, TDP1 inh 0.0% and DT40 TDP1 no CPT -2.4%.
`O=C(NCCc1nnc2ccccn12)c1cccs1` gave DT40 TDP1 CPT -16.6%, TDP1 inh 4.0% and DT40 TDP1 no CPT -1.2%.
For FC(F)(F)c1ccnc(NCc2ccc(Cl)cc2)n1 the results were DT40 TDP1 CPT -15.6% and DT40 TDP1 no CPT -28.6%.
`O=C(O)c1cc(-c2ccc(/C=C3\NC(=O)N(c4ccc(Cl)cc4)C3=O)o2)ccc1Cl` gave DT40 TDP1 CPT -6.9%, TDP1 inh 6.31µM* and DT40 TDP1 no CPT -11.0%.
For Cc1oc2cc(Br)c(O)c(Br)c2c1-c1ccccc1 the results were DT40 TDP1 CPT -34.6% and DT40 TDP1 no CPT inconclusive.
`COc1ccccc1-c1cc(C(F)(F)F)nc(S(=O)(=O)CCCC(=O)O)n1` gave DT40 TDP1 CPT 14.1µM*, TDP1 inh -0.5% and DT40 TDP1 no CPT inconclusive.
Screening O=C(C1CCN(S(=O)(=O)c2ccccc2[N+](=O)[O-])CC1)N1CCOCC1 returned DT40 TDP1 CPT -11.7%, TDP1 inh -2.4% and DT40 TDP1 no CPT -10.0%.
For CCN(CC)CCC#CC1(O)c2ccccc2-c2ccccc21 the results were DT40 TDP1 CPT 2.5% and DT40 TDP1 no CPT -8.1%.
For O=C(Cn1nc(C(=O)O)c2ccccc2c1=O)Nc1cccc(S(=O)(=O)N2CCCC2)c1 the results were DT40 TDP1 CPT 13.9%, TDP1 inh 3.8% and DT40 TDP1 no CPT 10.4%.
Screening O=C(Oc1oc(-c2ccco2)nc1C=Nc1ccccc1)c1ccoc1 returned DT40 TDP1 CPT 5.17µM*, TDP1 inh 2.1% and DT40 TDP1 no CPT 11.6µM*.
Cc1ccc2nc(-c3ccc(NS(=O)(=O)c4ccc(F)cc4)cc3)sc2c1 was read as DT40 TDP1 CPT inconclusive, TDP1 inh -4.5% and DT40 TDP1 no CPT inconclusive.
CCOC(=O)c1ccc(NC(=S)NC(=O)c2nn(CC)cc2Br)cc1 was read as DT40 TDP1 CPT inconclusive, TDP1 inh -2.7% and DT40 TDP1 no CPT inconclusive.
For COc1ccc(Oc2nc(-c3ccccc3)ncc2S(=O)(=O)c2ccccc2)cc1 the results were DT40 TDP1 CPT -27.4%, TDP1 inh 2.8% and DT40 TDP1 no CPT inconclusive.
NS(=O)(=O)OCC(Cc1ccccc1)N1C(=O)c2ccccc2C1=O (configuration not stated) was read as DT40 TDP1 CPT inconclusive and DT40 TDP1 no CPT -20.7%.
Screening CCOc1cc(C(=O)Nc2nnc(CC)s2)ccc1OCC(=O)N1CCOCC1 returned DT40 TDP1 CPT -13.3%, TDP1 inh 4.8% and DT40 TDP1 no CPT inconclusive.
